Screens: PubChem BioAssay, Sanford-Burnham Center for Chemical Genomics
UBC13 polyUb: inhibitors of human UBC13 polyubiquitin chain formation; P61088; TR-FRET; inhibition, % at 20 µM; 0.47% of 330,000 active; in the data active means inhibition above about 45%, passing the limit was not always enough
Target sequence (P61088 whole entry, looked up): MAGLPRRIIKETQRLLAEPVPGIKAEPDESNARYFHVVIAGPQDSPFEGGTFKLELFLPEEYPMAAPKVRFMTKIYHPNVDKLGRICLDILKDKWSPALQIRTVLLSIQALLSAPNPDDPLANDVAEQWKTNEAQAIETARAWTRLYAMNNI
697 NFkB inh: inhibitors of the PMA/ionomycin-induced NF-kB reporter in 697 B cells. 697 B-cell NF-kB luciferase reporter, 16 h. inhibition, % at 4 µM. 0.33% of 330,000 active. AID 435022; in the data active means inhibition above about 35%
APJ antag: blocks the human apelin receptor APJ; 0.32% of 330,000 active; CHO-K1 APJ beta-arrestin complementation, luminescence; P35414; inhibition, % at 20 µM; AID 2521;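 active means inhibition above about 40% at 20 µM, limit read from the data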;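 further: cells challenged with 10 nM apelin-13 agonist together with compound; plate controls were apelin-13 plus DMSO wells for no effect and DMSO wells lacking apelin-13 for full effect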
Target sequence (P35414 whole entry, looked up): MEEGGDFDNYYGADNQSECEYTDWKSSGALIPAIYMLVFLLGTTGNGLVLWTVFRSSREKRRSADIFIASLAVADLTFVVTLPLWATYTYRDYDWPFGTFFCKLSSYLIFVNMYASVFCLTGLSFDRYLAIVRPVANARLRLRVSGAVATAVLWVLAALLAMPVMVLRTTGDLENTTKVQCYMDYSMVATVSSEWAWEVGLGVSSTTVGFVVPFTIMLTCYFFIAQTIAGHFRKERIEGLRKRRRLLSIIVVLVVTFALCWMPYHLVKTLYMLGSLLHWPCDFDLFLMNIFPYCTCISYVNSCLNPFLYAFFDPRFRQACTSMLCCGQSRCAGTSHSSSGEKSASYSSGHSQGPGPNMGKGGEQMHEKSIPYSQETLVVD
CCR6 antag: CCR6 (human) receptor antagonism; P51684; CHO-K1 CCR6 PathHunter beta-arrestin, luminescence, CCL20-stimulated; inhibition, % at 20 µM; 0.49% of 340,000 active; AID 493098;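 active means compounds whose inhibition of the agonist-driven luminescence signal at 20 µM reaches about 50%, limit read from the data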;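 further: cells stimulated with CCL20 at 14 nM final; plate controls were DMSO with CCL20 for no effect and DMSO without agonist for full effect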
Gli-Sufu antag: Gli-Sufu pathway antagonism. inhibition, % at 5 µM. Sufu-KO-LIGHT fibroblasts, Gli luciferase reporter luminescence. AID 588413. 0.74% of 340,000 active;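 active means inhibition above about 55%, limit read from the data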;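 further: 0% = DMSO-treated cells and 100% = wells with medium but no cells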
Jurkat NFkB inh: lowers PMA/ionomycin-induced NF-kB signal in Jurkat cells | 0.53% of 330,000 active | AID 435003 | inhibition, % at 4 µM | PMA/ionomycin-induced NF-kB luciferase reporter, luminescence; in the data active means inhibition above about 50%
CXCR6 inh: blocks human CXCR6 beta-arrestin recruitment. CHO-K1 PathHunter CXCR6 beta-arrestin, luminescence. AID 602244. 0.36% of 360,000 active. inhibition, % at 20 µM; in the data active means inhibition above about 34%, passing the limit was not always enough;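 further: antagonist mode with CXCL16 agonist at 10 nM final; 0% = 10 nM CXCL16 with DMSO and 100% = unstimulated wells without agonist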
Target sequence (O00574 whole entry, looked up): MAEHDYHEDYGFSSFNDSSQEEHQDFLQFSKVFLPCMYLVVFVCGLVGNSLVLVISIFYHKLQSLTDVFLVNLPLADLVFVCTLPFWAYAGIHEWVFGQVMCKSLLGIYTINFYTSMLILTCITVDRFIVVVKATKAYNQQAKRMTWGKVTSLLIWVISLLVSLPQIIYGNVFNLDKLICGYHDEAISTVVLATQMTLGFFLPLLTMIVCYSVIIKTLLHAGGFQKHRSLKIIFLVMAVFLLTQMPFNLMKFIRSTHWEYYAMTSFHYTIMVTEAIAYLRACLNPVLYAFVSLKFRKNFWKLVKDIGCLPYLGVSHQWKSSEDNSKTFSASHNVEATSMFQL
EBI2 block: EBI2 (human) antagonism. EBI2 beta-arrestin recruitment, luminescence, 7a,25-OHC stimulated. inhibition, % at 5 µM. 0.81% of 360,000 active. AID 651636; in the data active means inhibition above about 38%;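 further: enzyme fragment complementation signal reports receptor beta-arrestin coupling in cells; 0% = agonist plus DMSO wells and 100% = wells without agonist; some results beyond the cut were filed as inactive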
Numbers without * were called inactive; / = no result given.

#	Structure	UBC13 polyUb	697 NFkB inh	APJ antag	CCR6 antag
1	CCN1CCN(C(=O)CS(=O)(=O)Cc2nc(-c3ccc(C)cc3)oc2C)CC1	-1	12	-8	12
2	CC1CCN(C(=O)CSc2nc3c(c(=O)n2C)SC(C)C3)CC1 (stereo unspecified)	-6	-7	0	4
3	COc1ccc(CCNc2nc(N3CCOCC3)nc(N3CCOCC3)n2)cc1OC	0	21	-2	-2
4	CCCc1nnc(NC(=O)CCC(=O)NC2CCCc3ccccc32)s1 (stereo unspecified)	2	19	3	11
5	O=C(COC(=O)c1ccccc1C(=O)c1ccc(Cl)cc1)NCC1CCCO1 (stereo unspecified)	-13	-20	9	-9
6	CC(=O)N(C)c1nnc(-c2cnccn2)s1	2	20	2	15
7	COc1ccccc1CNC(=O)CCn1c(=O)oc2ccccc21	3	4	-2	3
8	COc1ccc(C(C(O)C(=O)c2c[nH]c3ccccc23)N2CCN(c3ccc(OC)cc3)CC2)cc1 (stereo unspecified)	-15	-3	2	2
9	CCc1ccc(C2CC(c3cccc(OC)c3)n3nc(N)nc3N2)cc1 (stereo unspecified)	3	13	17	9
10	Cc1nc2nc(COc3ccccc3)[nH]n2c(=O)c1C	3	-18	-18	-3
11	O=C(COC(=O)c1oc2ccccc2c1COc1ccccc1)NCCN1C(=O)CSC1=O	9	-2	5	13
12	CCC(C(=O)O)N1C(=O)C2CCCCC2C1=O (stereo unspecified)	20	10	1	2

#	Gli-Sufu antag	Jurkat NFkB inh	CXCR6 inh	EBI2 block
1	-20	6	-2	-2
2	7	2	-9	7
3	1	-16	7	1
4	-5	1	3	-10
5	-9	-12	-6	6
6	-19	7	-12	-2
7	6	5	-2	-14
8	1	-15	-2	-2
9	3	1	1	-7
10	-3	-6	5	-26
11	-10	-7	6	7
12	-10	7	10	1

Later entries.
#	Structure	UBC13 polyUb	697 NFkB inh	APJ antag	CCR6 antag
13	COc1ccc(CN2CCN(C(=O)c3ccco3)CC2)cc1OCc1ccccc1	1	-30	16	-7
14	O=C(C[n+]1ccc2ccccc2c1)c1ccc(NC(=O)c2ccccc2)cc1	6	11	2	6
15	COc1ccc(NS(=O)(=O)c2ccc(NC(=O)C(CCSC)NC(N)=O)cc2)cc1 (stereo unspecified)	10	10	10	2
16	CN1C(=O)C2(Nc3ccccc3-c3nc4ccccc4n32)c2ccccc21 (stereo unspecified)	-7	1	10	-11
17	CCSc1cc(C)nc2ncnn12	4	16	15	-8
18	CC(C)c1ccc(N(C(=O)CNC(=O)c2ccco2)C(C(=O)NC2CCCC2)c2ccncc2)cc1 (stereo unspecified)	10	-1	13	10
19	COc1ccc(-c2csc(N(Cc3ccccc3)C(=O)COc3ccc(Cl)cc3)n2)cc1	-8	-7	-3	10
20	NS(=O)(=O)c1cc(C(=O)OCC(=O)c2ccc3c(c2)OCCO3)ccc1Cl	10	-1	6	20
21	O=C(CNS(=O)(=O)c1cccs1)NCCc1ccc(Cl)cc1	6	5	21	0
22	COc1ccc(CCn2c(=O)[nH]c3cc(C(=O)NCCCN4CCOCC4)ccc3c2=O)cc1OC	5	-2	-3	9
23	O=C(NCc1ccc2c(c1)OCO2)c1ccc(N2CCCC2=O)cc1	-1	5	3	7
24	COc1ccc(CN2CCN(C(=O)CCC(=O)Nc3nnc(C4CCCCC4)s3)CC2)cc1F	4	-53	0	13

#	Gli-Sufu antag	Jurkat NFkB inh	CXCR6 inh	EBI2 block
13	-11	-3	-3	-3
14	11	-1	8	-8
15	5	19	2	-11
16	15	-2	-2	13
17	2	5	-3	3
18	-2	-15	-3	-6
19	-1	-15	0	-46
20	-5	2	-1	-7
21	-19	-6	1	6
22	1	-7	-4	1
23	-3	-1	-8	7
24	4	2	-2	-8

More structures
#	Structure	UBC13 polyUb	697 NFkB inh	APJ antag	CCR6 antag
25	Cn1ncc(=S)[nH]c1=S	/	/	/	24
26	COC(=O)N/N=C/c1ccc(-c2cccc(Cl)c2)o1	-2	-1	-20	-2
27	CCOC(=O)c1c[nH]n2c(=O)cc(C)nc12	2	7	12	-6
28	Cc1nnc(SCC(=O)N(C)C2CCS(=O)(=O)C2)n1Cc1ccccc1 (stereo unspecified)	5	7	-14	-1
29	O=C(NNc1ccccn1)c1ccc(Cl)nc1	2	12	15	-10
30	S=C(NC1CCCCC1)N1CCn2cccc2C1c1cccnc1 (stereo unspecified)	-1	12	-16	1
31	Cc1ccc(N=C2C(=O)Nc3ccccc32)cc1	-13	-37	40*	56*
32	COc1ccc2c(c1)CCNC2Cc1ccc(OC)c(O)c1 (stereo unspecified)	2	-20	-7	2
33	Cc1ccc(C)c(NC(=O)CSc2nc3c(c(=O)n2C)SC(C)C3)c1 (stereo unspecified)	-3	-3	12	3
34	O=C(O)CCCCCNS(=O)(=O)c1cccc2nsnc12	5	-3	10	-4
35	CC1CCN(C(=O)CN(c2ccc(Oc3ccccc3)cc2)S(C)(=O)=O)CC1	2	-8	2	3
36	O=C(OCC(=O)N1CCCC1)c1ccc(Cl)c([N+](=O)[O-])c1	-2	23	-9	3

#	Gli-Sufu antag	Jurkat NFkB inh	CXCR6 inh	EBI2 block
25	-1	/	30	1
26	-28	-31	-2	-4
27	-3	1	4	6
28	2	3	-1	-2
29	-3	1	7	-16
30	3	8	1	6
31	1	-27	34	11
32	7	-11	/	/
33	8	4	1	-7
34	6	8	3	-2
35	13	3	-15	8
36	-10	-6	-3	-5

Among those listed so far, 4 contain an aryl thioether with sulfur outside any ring.
#	Structure	UBC13 polyUb	697 NFkB inh	APJ antag	CCR6 antag
2	CC1CCN(C(=O)CSc2nc3c(c(=O)n2C)SC(C)C3)CC1 (stereo unspecified)	-6	-7	0	4
17	CCSc1cc(C)nc2ncnn12	4	16	15	-8
28	Cc1nnc(SCC(=O)N(C)C2CCS(=O)(=O)C2)n1Cc1ccccc1 (stereo unspecified)	5	7	-14	-1
33	Cc1ccc(C)c(NC(=O)CSc2nc3c(c(=O)n2C)SC(C)C3)c1 (stereo unspecified)	-3	-3	12	3

#	Gli-Sufu antag	Jurkat NFkB inh	CXCR6 inh	EBI2 block
2	7	2	-9	7
17	2	5	-3	3
28	2	3	-1	-2
33	8	4	1	-7

Next part.
#	Structure	UBC13 polyUb	697 NFkB inh	APJ antag	CCR6 antag
37	O=S(=O)(c1ccc(Cl)cc1)N1CCN(c2ccc(N3CCOCC3)nn2)CC1	28	-34	6	-3
38	Cc1coc2c1c(C)cc1oc(=O)c(CC(=O)NCC(=O)NCC(=O)O)c(C)c12	-1	3	6	10
39	Cc1cc(C)c(C)c(S(=O)(=O)N2C(=S)NC(=O)C2C(C)C)c1C (stereo unspecified)	-13	14	7	3
40	COc1cc(OC)cc(C(=O)N2CCC(n3c(C)nc4cc(F)ccc43)CC2)c1	1	-5	6	0
41	O=C(Nc1nc2cc3c(cc2s1)OCO3)C1CC1	3	-77	10	-10
42	O=C(C[n+]1ccccc1)N/N=C/c1ccc(O)cc1	-1	14	-5	-5
43	COC(=O)/C=C1\SC(=NC(=O)c2ccc(-c3ccccc3)cc2)NC1=O	-32	-4	4	12
44	COc1ccc(C(=O)Nc2ccccc2C(=O)N2CCN(c3ccccc3)CC2)cc1	9	7	-6	17
45	Cc1cc(NC(=O)CSCC(=O)Nc2cc(C(F)(F)F)ccc2N2CCCCC2)no1	/	/	/	5
46	O=C(Cn1cc2c(n1)CCCC2)Nc1ccccc1Cl	8	-4	-39	4
47	Cc1ccc(N(C)S(=O)(=O)c2c[nH]c3ccc([N+](=O)[O-])cc23)cc1	8	10	15	22
48	Cc1cc(NC(=O)CSc2nc3ccccc3c(=O)n2C(C)c2ccccc2)no1 (stereo unspecified)	0	-69	-17	7

#	Gli-Sufu antag	Jurkat NFkB inh	CXCR6 inh	EBI2 block
37	9	-18	-3	2
38	3	8	-8	-7
39	5	-2	8	-4
40	4	3	-3	3
41	4	-22	-8	-9
42	7	8	6	-2
43	-8	-21	0	9
44	-3	4	-6	-12
45	-1	/	5	7
46	-12	-1	10	-2
47	-29	8	3	11
48	6	-7	10	16

Reformatted screen by screen: 4 of the compounds above.
4	CCCc1nnc(NC(=O)CCC(=O)NC2CCCc3ccccc32)s1 (stereo unspecified)
5	O=C(COC(=O)c1ccccc1C(=O)c1ccc(Cl)cc1)NCC1CCCO1 (stereo unspecified)
6	CC(=O)N(C)c1nnc(-c2cnccn2)s1
7	COc1ccccc1CNC(=O)CCn1c(=O)oc2ccccc21
Screen / compound no.,4,5,6,7
UBC13 polyUb,2,-13,2,3
697 NFkB inh,19,-20,20,4
APJ antag,3,9,2,-2
CCR6 antag,11,-9,15,3
Gli-Sufu antag,-5,-9,-19,6
Jurkat NFkB inh,1,-12,7,5
CXCR6 inh,3,-6,-12,-2
EBI2 block,-10,6,-2,-14

The list goes on.
#	Structure	UBC13 polyUb	697 NFkB inh	APJ antag	CCR6 antag
49	CCc1c(C)nc2ncnn2c1Nc1ccccc1C	-4	-26	-6	14
50	COC(=O)c1ccc(NC(=O)CSc2nncn2-c2cccnc2)cc1	2	13	13	8
51	O=C(CSCc1ccc(Cl)cc1)Nc1ccc2c(c1)OCO2	4	-6	1	16
52	CCSc1nc2c(c(=O)[nH]c(=O)n2C)n1C	2	-6	-15	6
53	COCCN(C(=O)Nc1ccc(F)cc1F)c1nc2ccccc2s1	-5	-39	-20	-3
54	O=C(OCC(=O)c1ccc[nH]1)c1ccccc1	-3	-2	6	2
55	O=c1c2ccccc2nc2c3ccccc3c(NCc3ccccn3)nn12	-2	-8	6	14
56	O=[N+]([O-])c1ccc(NN=Cc2ccc(O)cc2O)nc1	/	/	/	63*
57	CCN(CC)S(=O)(=O)c1ccc(O)c(NC(=O)COc2ccc(S(=O)(=O)N3CCOCC3)cc2)c1	/	/	/	9
58	O=C(CN1c2ccccc2Sc2ccccc21)NNC(=S)Nc1ccc(Cl)cc1	-11	12	51*	28
59	Cc1sc(NC(=O)CSc2nc(O)cc(=O)[nH]2)nc1-c1ccccc1	-1	9	-34	7
60	COCCN(C(=O)COC(=O)CCOc1cccc(C)c1)c1c(N)n(Cc2ccccc2)c(=O)[nH]c1=O	1	-12	10	9
61	Cc1ccnc(NS(=O)(=O)c2ccccc2)c1	-10	-9	-6	-10

#	Gli-Sufu antag	Jurkat NFkB inh	CXCR6 inh	EBI2 block
49	10	4	-1	-1
50	1	21	-11	-11
51	-1	-3	-4	-8
52	-1	-10	0	-17
53	-10	-43	-1	12
54	-12	-9	-2	-2
55	-1	-20	-1	16
56	-11	/	34	14
57	-5	/	-2	4
58	3	4	14	5
59	1	6	-1	-1
60	-7	4	9	-9
61	6	-6	2	-8
